High-throughput results from PubChem BioAssay.
NPYLR7 agonist: mosquito NPYLR7 agonism. HEK293T NPYLR7/Galpha15, GCaMP6s calcium fluorescence. activation, % at 10 µM. 270,000 compounds, 0.15% hits; in the data active = activation above about 40%;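 note: 0% = vehicle and 100% = reference agonist at the receptor; some compounds past the cut are filed as inactive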
hcGAS lum: human cGAS inhibition; Q8N884; recombinant h-cGAS, ATP depletion, Kinase-Glo luminescence; inhibition, % at 12.5 µM; 290,000 compounds, 0.081% hits; AID 1259398;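 note: 0% = vehicle reaction and 100% = reaction without DNA for no activity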
Target sequence (Q8N884 whole entry, looked up): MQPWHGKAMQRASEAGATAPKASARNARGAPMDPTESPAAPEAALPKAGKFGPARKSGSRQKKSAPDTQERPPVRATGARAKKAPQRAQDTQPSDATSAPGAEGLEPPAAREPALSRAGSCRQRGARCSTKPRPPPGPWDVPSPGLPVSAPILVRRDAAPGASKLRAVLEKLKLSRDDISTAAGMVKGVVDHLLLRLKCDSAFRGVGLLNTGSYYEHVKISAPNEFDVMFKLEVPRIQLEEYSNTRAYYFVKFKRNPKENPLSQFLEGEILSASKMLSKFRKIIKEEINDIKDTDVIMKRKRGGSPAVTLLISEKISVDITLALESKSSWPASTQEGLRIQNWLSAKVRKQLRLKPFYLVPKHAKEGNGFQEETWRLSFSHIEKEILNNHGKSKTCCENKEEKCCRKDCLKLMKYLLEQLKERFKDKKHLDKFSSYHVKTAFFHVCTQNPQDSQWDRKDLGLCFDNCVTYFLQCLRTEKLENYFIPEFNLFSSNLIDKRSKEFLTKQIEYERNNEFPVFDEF
mcGAS inh: blocks mouse cGAS activity; Q8C6L5; recombinant cGAS, Kinase-Glo ATP depletion luminescence; 160,000 compounds, 0.15% hits; AID 1259399; inhibition, % at 12.5 µM;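 note: 0% = negative control wells and 100% = reference inhibitor with no enzyme activity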
* hit, by the source's call; . = no result given; & = joins results of further samples. Cut-off read from the data, not from the text of the source, unless noted: active = inhibition above about 40%; inactive = the rest.

| cpd | SMILES | NPYLR7 agonist | hcGAS lum | mcGAS inh |
| --- | --- | --- | --- | --- |
| 1 | Cc1ccc(-c2cc(C(=O)Nc3cccc(S(=O)(=O)N(C)C)c3)c3cnn(C(C)C)c3n2)s1 | 14 | -10 | . |
| 2 | Cc1onc(-c2c(Cl)cccc2Cl)c1C(=O)N1CCN(c2nc3nccc(C(C)(C)C)n3n2)CC1 | 4 | -4 | -5 |
| 3 | Cc1nc(C(=O)N(C)Cc2cc(-c3cccs3)n[nH]2)cs1 | -5 | 1 | -8 |
| 4 | CC(NC(=O)c1cc(-c2ccc(F)cc2)nn1-c1ccccc1Cl)c1ccccc1 (stereo not drawn) | 5 | -4 | -3 |
| 5 | CNC(=O)CN(C)C(=O)C1(c2ccccc2)CCN(C(C)=O)CC1 | 10 | -5 | . |
| 6 | CC1=NN(CC(=O)c2ccc(F)cc2)c2nc3c(c(=O)n(C)c(=O)n3C)n2C1C (stereo not drawn) | 8 | -2 | -8 |
| 7 | COc1ccc2nc(C)cc(N3CCN(C)CC3)c2c1 | 5 | -12 | . |
| 8 | COc1ccc(C2c3c(n(C)c(=O)n(C)c3=O)N=C3COC(=O)C32)cc1OC (stereo not drawn) | 5 | -5 | . |
| 9 | CC(C)S(=O)(=O)N1CC2(CCCCC2)CC1COCc1ccccc1 (stereo not drawn) | . | -9 | -5 |
| 10 | Cc1cc(Nc2ccc(S(N)(=O)=O)cc2)c2ccc(C(F)(F)F)cc2n1 | 5 | -5 | -7 |
| 11 | CCOC(=O)c1nn(CC2CC2)c2c1CN(C(=O)C(C)Oc1ccc(Cl)cc1C)CC2 (stereo not drawn) | 3 | 9 | -1 |
| 12 | CCCc1noc(-c2ccc([N+](=O)[O-])cc2)n1 | -1 | -1 | -6 |
| 13 | COc1ccccc1Nc1nc(N)nc(CSCC(=O)Nc2ccccc2)n1 | -1 | 0 | . |
| 14 | Cc1cc(OCc2csc(C(C)C)n2)nn1C | 0 | 3 | . |
| 15 | COc1cccc(-c2cc(-c3ccc(C(=O)NCCOC(C)C)cc3)[nH]n2)c1 | 20 | -4 | -7 |
| 16 | CC1C(=O)N(c2ccc3c(c2)OCO3)CCN1C(=O)Cc1ccccc1 (stereo not drawn) | 28 | -3 | -5 |
| 17 | CCN1CC(CN(C)Cc2cn(-c3ccccc3)nc2-c2ccc(OC)cc2F)CC1=O (stereo not drawn) | 3 | 1 | . |
| 18 | CCc1ccc(C2C(C(=O)Nc3ccccc3)C(C)Nc3ncnn32)cc1 (stereo not drawn) | 0 | -9 | -9 |
| 19 | O=C(c1ccc(=O)[nH]c1)N1CCc2onc(-c3cccc4ccccc34)c2C1 | 15 | -8 | . |
| 20 | O=C(c1cnn2c(C(F)(F)F)cc(-c3ccc(Br)cc3)nc12)N(Cc1ccccc1)c1ccccc1 | 8 | -4 | -3 |
| 21 | COc1ccccc1-n1cc(C2NCCc3[nH]cnc32)cn1 (stereo not drawn) | . | -6 | -16 |
| 22 | CC1(C)[C@H]2CC[C@@H](CNC(=O)c3ccc(N4CCNC(c5ccccc5)C4)nc3)[C@@H]1C2 (stereo partly drawn) | 0 | -4 | -1 |
| 23 | COCCCN1CC23C=CC(O2)C(C(=O)OC)C3C1=O (stereo not drawn) | 5 | -2 | . |
| 24 | Cc1ccc(C(C)C)c(OCCCn2c(CO)nc3ccccc32)c1 | -11 | 1 | . |
| 25 | CC(C)(C)c1ccc(C(=O)N2CCN(c3nc4nccc(-c5cccc(C(F)(F)F)c5)n4n3)CC2)cc1 | . | -5 | -6 |
| 26 | CC(=O)N1CCN(C(=O)c2cccc(Nc3c(Oc4cccc(C)c4)cnn(-c4ccccc4Cl)c3=O)c2)CC1 | 9 | -7 | -7 |
| 27 | O=C(NC(c1ccc(F)cc1)c1ccccn1)C1CCN(Cc2ccccc2)CC1 (stereo not drawn) | 18 | -2 | -4 |
| 28 | CC1COC(c2ccccc2)CN1C(=O)c1cccnc1Cl (stereo not drawn) | 1 | 1 | . |
| 29 | CC(C)Oc1ccc(C(O)=C2C(=O)C(=O)N(Cc3cccnc3)C2c2cccs2)cc1 (stereo not drawn) | -2 | -4 | -4 |
| 30 | O=C(C1CCN(c2nccc(C(F)(F)F)n2)CC1)N1CCN(Cc2cc(=O)c(OCc3cccc(F)c3)co2)CC1 | 30 | -12 | -6 |
| 31 | Cc1ccc(C)c(NC(=O)Cn2nnc(C(=O)Nc3ccc(C)c(C)c3)c2N)c1 | -5 | -7 | -6 |
| 32 | Cc1ccccc1COC1CCCN(C(=O)c2ccc3c(c2)OCO3)C1 (stereo not drawn) | -3 | 2 | . |
| 33 | CCCCN(C(C)=O)c1c(CC)nc2ccc(C(=O)N3CCN(C(=O)c4ccco4)CC3)cn12 | -12 | 2 | 0 |
| 34 | COCCCN(CC(=O)N(Cc1cccn1Cc1ccc(F)cc1)C1CCCCC1)C(=O)c1ccc([N+](=O)[O-])cc1 | -3 | -4 | -4 |
| 35 | COc1ccc(-n2c(SCCCCC(=O)N3CCN(C(=O)c4cc(Cl)cc(Cl)c4)C(C)C3)nnc2-c2ccco2)cc1 (stereo not drawn) | -14 | 0 | 1 |
| 36 | CCOC(=O)C1=C(CC)NC2=C(C(=O)CCC2)C1c1ccc(OC)c(Br)c1 (stereo not drawn) | 3 | -8 | . |
| 37 | O=C1CSc2ccc(C(=O)NCCc3ccc(F)cc3)cc2N1 | -7 | -2 | -6 |
| 38 | CC1CCCC(C)N1C(=O)CN1Cc2ccccc2CC1C(=O)NCCc1ccc(F)cc1 (stereo not drawn) | 7 | -8 | . |
| 39 | COc1cccc(COC(CN2CCN(S(=O)(=O)c3cccc(OC(F)F)c3)CC2)c2ccc(Cl)cc2)c1 (stereo not drawn) | 19 | 1 | -4 |
| 40 | Cc1nc(COc2ccccc2C(=O)OCC(=O)Nc2ccc(N=Nc3ccccc3)cc2)no1 | 2 | -3 | . |
| 41 | COC(C)(C)CC(C)NCc1nc2ccc(Cl)cc2[nH]1 (stereo not drawn) | 6 | -7 | -12 |
| 42 | CC1(C)O[C@H]2OC3C(CCCN4C(=O)[C@H](Oc5ccccc5)[C@H]34)[C@H]2O1 (stereo partly drawn) | -6 | -8 | . |
| 43 | CCc1nc(CC#N)nc(N2CCN(C(=O)COC)CC2)c1Cc1cccc(C)c1 | . | 0 | -3 |
| 44 | Cc1nc2c(c(N3CCCC3)n1)CCN(C(=O)CCc1cc(=O)[nH]o1)C2 | 4 | 1 | -1 |
| 45 | CCCCC(=O)C1=C(O)C(C(=O)OC)C(c2ccccc2)CC1=O (stereo not drawn) | -4 | -4 | -6 |
| 46 | O=C(c1cc(Cl)c[nH]1)N1CCS(=O)(=O)CC1 | 3 | -8 | . |
| 47 | CC(Sc1ccccc1)C(=O)NCCN1C(=O)SC(=Cc2ccc3c(c2)OCO3)C1=O (stereo not drawn) | 2 | -5 | -4 |
| 48 | CC1CCCN(C(=O)CSCc2cc(-c3cccs3)on2)CC1 (stereo not drawn) | 7 | -10 | . |
| 49 | O=C(Cn1cncn1)NN=Cc1ccco1 | 2 | -1 | . |
| 50 | CCn1cc(S(=O)(=O)N2CCC(Cc3cccc(C(=O)O)c3)C2)cn1 (stereo not drawn) | -3 | -7 | . |
| 51 | C=CCN1CCC(CNC(=O)CC23CC4CC(CC(C4)C2)C3)C1 (stereo not drawn) | 5 | -9 | . |
| 52 | COc1ccccc1-c1cc(C(=O)NCCCN2CCCCC2C)n2nc(-c3ccccc3)cc2n1 (stereo not drawn) | 5&18 | -7&-1 | -10&-6 |
| 53 | CCOCCOC(=NCCCOC)NC(=O)c1cccs1 | 11 | -5 | -6 |
| 54 | Cn1ccnc1CNc1nccc(-c2cnn(-c3ccc(F)cc3)c2)n1 | -8 | 5 | . |
| 55 | O=C(CSc1nnc(-c2ccncc2)n1-c1cccc(C(F)(F)F)c1)NCc1ccccc1 | -1 | -2 | -6 |
| 56 | O=C(NCCOc1ccc(Cl)cn1)Nc1nccs1 | 11 | -10 | . |
| 57 | CC(OC(=O)c1cccc2c1OCCO2)c1nc2ccccc2[nH]1 (stereo not drawn) | 0 | 3 | -4 |
| 58 | CCc1nc2c(OCCOc3ccccc3)cccn2c1N(C)C(=O)c1ccccc1F | 16 | 1 | -3 |
| 59 | CCOCCOc1nc(-c2cccc(F)c2)n(-c2ccc(NC(=O)c3cc(Cl)cc(Cl)c3)cc2)n1 | . | -2 | -8 |
| 60 | Cc1ccc(C)c(COc2cc(C(=O)O)ccc2C)c1 | 5 | -7 | -13 |

Shown with values under each structure: entries from further up
The line under a structure holds: NPYLR7 agonist, hcGAS lum, mcGAS inh
41. COC(C)(C)CC(C)NCc1nc2ccc(Cl)cc2[nH]1 (stereo not drawn)
 : 6, -7, -12
42. CC1(C)O[C@H]2OC3C(CCCN4C(=O)[C@H](Oc5ccccc5)[C@H]34)[C@H]2O1 (stereo partly drawn)
 : -6, -8, .
43. CCc1nc(CC#N)nc(N2CCN(C(=O)COC)CC2)c1Cc1cccc(C)c1
 : ., 0, -3
44. Cc1nc2c(c(N3CCCC3)n1)CCN(C(=O)CCc1cc(=O)[nH]o1)C2
 : 4, 1, -1
45. CCCCC(=O)C1=C(O)C(C(=O)OC)C(c2ccccc2)CC1=O (stereo not drawn)
 : -4, -4, -6
46. O=C(c1cc(Cl)c[nH]1)N1CCS(=O)(=O)CC1
 : 3, -8, .

Another view of 4 compounds above.
43	CCc1nc(CC#N)nc(N2CCN(C(=O)COC)CC2)c1Cc1cccc(C)c1
56	O=C(NCCOc1ccc(Cl)cn1)Nc1nccs1
34	COCCCN(CC(=O)N(Cc1cccn1Cc1ccc(F)cc1)C1CCCCC1)C(=O)c1ccc([N+](=O)[O-])cc1
52	COc1ccccc1-c1cc(C(=O)NCCCN2CCCCC2C)n2nc(-c3ccccc3)cc2n1 (stereo not drawn)

Screen / compound no. | 43 | 56 | 34 | 52
NPYLR7 agonist | . | 11 | -3 | 5&18
hcGAS lum | 0 | -10 | -4 | -7&-1
mcGAS inh | -3 | . | -4 | -10&-6

Later entries
| cpd | SMILES | NPYLR7 agonist | hcGAS lum | mcGAS inh |
| --- | --- | --- | --- | --- |
| 61 | COc1cccc(C2CC(c3cccs3)=NN2C(=O)CN2CCCC2)c1OC (stereo not drawn) | -2 | 1 | -1 |
| 62 | O=C(Nc1cccnc1-c1ccc2c(c1)OCO2)C1CC1 | 12 | -3 | . |
| 63 | C=CCNC(=O)c1ccccc1N1CCC(NS(=O)(=O)c2ccccc2)CC1 | 0 | -4 | -4 |
| 64 | CC(C)c1nnsc1CNC(=O)C1Cc2ccccc2CN1C (stereo not drawn) | 6 | -9 | -10 |
| 65 | Cc1cccc(OCc2ccc(-c3nc(C#N)c(NCc4cccnc4)o3)o2)c1 | 2 | 8 | 1 |
| 66 | O=C(c1ccc2c(=O)nc3c(-c4ccccc4)n[nH]n3c2c1)N1CCN(c2ccccc2F)CC1 | -3 | 4 | -1 |
| 67 | C#CCOc1ccc(C2CC(=O)Nc3c2c(C)nn3-c2ccc(N3CCCCC3)nn2)cc1 (stereo not drawn) | -4 | -5 | . |
| 68 | O=C1C(=Cc2c(NCCCO)nc3ccccn3c2=O)SC(=S)N1Cc1ccccc1 | 3 | -6 | -7 |
| 69 | Cc1ccc2cc(CN(C)Cc3nncn3C(C)C)c(=O)[nH]c2c1 | 9 | -5 | . |
| 70 | OCc1c(O)cnc2ccccc12 | 4 | 8 | 1 |
| 71 | Cc1ccccc1-n1c(SCc2ccc(C(=O)O)cc2)nnc1-c1ccccc1Cl | -11 | -3 | 1 |
| 72 | CCCNC(=O)Cn1nc(-c2cccs2)c2sc(N3CCCC3)nc2c1=O | -4 | 3 | 2 |
| 73 | COc1ccc(CN2CCN(Cc3nc4cc(Cl)ccc4c(=O)[nH]3)CC2)cc1OC | 12 | -4 | . |
| 74 | COc1ccccc1CNC(=O)C1(C)CCN1C(=O)c1cccc(F)c1 (stereo not drawn) | 3 | -12 | . |
| 75 | Cc1cccc(NC(=O)CSc2nc(=O)n(CCCN3CCOCC3)c3c2CCCC3)c1C | -1 | -7 | -8 |
| 76 | O=C(Nc1ccc(OC(F)F)c(Cl)c1)NC1CCN(C(=O)C2CC2)CC1 | -3 | -4 | . |
| 77 | CC(OC(=O)C1COCCO1)C(=O)N1c2ccccc2Sc2ccccc21 (stereo not drawn) | 3 | -7 | . |
| 78 | COc1ccc(NC(=O)Nc2cccc3[nH]c([C@@H]4O[C@H](CO)[C@@H](O)[C@H](O)[C@H]4O)nc23)cc1OC1CCCC1 | 8 | -5 | -6 |
| 79 | CCCn1cnnc1CNC(=O)C1CCC(=O)N(C2CCCCCC2)C1 (stereo not drawn) | 4 | -8 | -10 |
| 80 | CC(C)C1CN(Cc2nccn2C)CCC(=O)N1Cc1ccc(F)cc1 (stereo not drawn) | . | -9 | -12 |
